High-throughput results from PubChem BioAssay.
AmpC no deterg – AmpC beta-lactamase inhibition without detergent; P00811; AmpC nitrocefin hydrolysis, absorbance 480 nm, 0.0001% Triton; Potency, µM (titrated, usually from 57.1 µM), for inactives: top-dose activity change, negative = inhibition, actives largely listed as inhibitors; actives 0.52% (n = 330,000); AID 485341;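 note: potency is the fitted concentration of half-maximal effect; plate controls were no compound for no effect and no enzyme for full effect; nearly all actives have a fitted effect of over 20% in size; some results filed as inactive show a strong effect at the top dose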
Target sequence (P00811 whole entry, looked up): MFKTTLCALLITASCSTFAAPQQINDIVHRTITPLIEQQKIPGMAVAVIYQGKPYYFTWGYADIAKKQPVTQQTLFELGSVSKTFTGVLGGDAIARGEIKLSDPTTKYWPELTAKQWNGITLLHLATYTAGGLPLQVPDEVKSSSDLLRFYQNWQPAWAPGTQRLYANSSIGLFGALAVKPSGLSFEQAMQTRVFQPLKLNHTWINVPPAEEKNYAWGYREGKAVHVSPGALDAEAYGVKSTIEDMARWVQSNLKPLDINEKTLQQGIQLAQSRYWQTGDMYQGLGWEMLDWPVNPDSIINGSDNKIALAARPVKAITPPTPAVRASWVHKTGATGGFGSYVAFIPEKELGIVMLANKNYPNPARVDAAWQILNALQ
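20 mM phosphate pH 7.0 + 0.01% (detergent screen) or 0.0001% Triton X-100; 5.3 nM AmpC reagent; cpd preinc 15 min RT; nitrocefin (800 uM stock) to start; A480 q20 s × 4 min; Activity was normalised to no-enzyme and no-compound control wells.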
CHX counter – affects cycloheximide protein synthesis inhibition readout, counter-screen; AID 2314; max response, %; cell reporter, cycloheximide protein synthesis inhibition counterscreen; actives 12% (n = 300,000); in the data active = max response mostly above about 13%, no sharp cut-off; inactive = mostly below about 14%; note: read at 38.3 µM for the half of the compounds with a filed dose; 0% is about no effect
LmPK inhibitor – blocks Leishmania mexicana pyruvate kinase activity | purified LmPK, Kinase-Glo ATP luminescence, 1 h | actives 0.37% (n = 290,000) | Potency, µM (top dose mostly 57.5 µM), inactives show at the top dose activity change, negative = inhibition, usual class: inhibitors | Q27686; note: potency is the fitted concentration of half-maximal effect; % is set by controls: 0 for no effect and ±100 for the full control effect
Target sequence (Q27686 whole entry, looked up): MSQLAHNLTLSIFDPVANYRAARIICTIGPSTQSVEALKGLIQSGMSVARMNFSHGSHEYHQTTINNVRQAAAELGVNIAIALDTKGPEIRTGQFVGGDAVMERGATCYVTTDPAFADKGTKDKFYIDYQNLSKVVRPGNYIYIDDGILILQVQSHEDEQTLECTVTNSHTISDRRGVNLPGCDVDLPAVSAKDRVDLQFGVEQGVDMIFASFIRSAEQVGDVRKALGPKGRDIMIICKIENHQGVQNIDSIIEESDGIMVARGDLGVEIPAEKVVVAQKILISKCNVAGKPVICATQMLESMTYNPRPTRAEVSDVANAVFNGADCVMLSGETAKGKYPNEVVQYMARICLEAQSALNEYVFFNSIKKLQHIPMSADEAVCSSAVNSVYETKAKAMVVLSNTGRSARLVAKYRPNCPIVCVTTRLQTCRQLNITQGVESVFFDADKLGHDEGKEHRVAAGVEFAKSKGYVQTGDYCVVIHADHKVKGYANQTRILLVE
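qHTS format; LmPK 0.1 nM; substrates PEP 0.5 mM and ADP 0.1 mM. One-hour room-temperature incubation, then coupled luciferase luminescence; 0.5 nM enzyme wells mark activation.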
Shiga toxin inh – blocks Shiga toxin action in Vero cells; Vero cells, Shiga toxin protein synthesis inhibition reporter; inhibition, % at 38.7 µM; actives 9.2% (n = 290,000); AID 2315; in the data active = inhibition mostly above about 28%, no sharp cut-off; inactive = mostly below about 43%; note: 0% is about no effect
Pf growth 48h – inhibits P. falciparum growth in the first generation, 48 h. P. falciparum luciferase growth in erythrocytes, 48 h. Potency, µM (titrated, usually from 28.7 µM), inactives show at the top dose activity change, negative = inhibition, actives largely listed as inhibitors. actives 5.9% (n = 310,000); note: potency is the fitted concentration of half-maximal effect; % is set by controls: 0 for no effect and ±100 for the full control effect
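Erythrocytes infected with P. falciparum carrying an integrated firefly luciferase reporter (2% hematocrit, 0.1% parasitemia final) were exposed to compounds in RPMI 1640 with 0.5% Albumax at 37 C, 5% CO2. Growth inhibition was scored as reduced luminescence.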
TbPYK inhibitor – blocks Trypanosoma brucei pyruvate kinase; Q57TT1; TbPYK enzyme, Kinase-Glo Plus ATP luminescence, 45 min; Potency, µM (doses to about 76.8 µM), inactives show at the highest dose activity, negative = inhibition, actives largely listed as inhibitors; actives 0.12% (n = 410,000); AID 624173; note: potency is the fitted concentration of half-maximal effect; % is set by controls: 0 for no effect and ±100 for the full control effect; nearly all actives have a fitted effect of over 50% in size
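Screened from lowest to highest concentration, compounds were pinned into TbPYK/substrate mixtures, and ADP (130 uM final) was added. Plates sat at room temperature for 45 min prior to Kinase-Glo Plus detection by luminescence.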
Pf growth 96h – inhibits malaria parasite growth, 96 h; AID 504834; actives 6.9% (n = 320,000); Potency, µM (doses to about 28.7 µM), for inactives: at the top dose activity change, negative = inhibition, hits mostly inhibitors; P. falciparum luciferase reporter growth, 96 h; note: potency is the fitted concentration of half-maximal effect; % is set by controls: 0 for no effect and ±100 for the full control effect
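Infected RBCs, 2% Hct / 0.05% parasitemia final; luciferase-reporter P. falciparum; cpd 96 h, 37 C, 5% CO2; luciferase detection reagent; luminescence.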
* = called active by the depositor; i = inactive; ? = inconclusive; . = not tested or not shown; & = joins results of further samples; [ ] = another dose, or the depositor's remark. Unless noted, calls come from the whole dose curve; as a rule, active = well fitted curve in the direction sought with a large enough effect; inconclusive = small, poorly fitted or top-dose-only effect, or another doubt; inactive = no such curve, though single readings can be large; an effect the other way counts as inactive or inconclusive.

Every second line gives: AmpC no deterg	CHX counter	LmPK inhibitor	Shiga toxin inh	Pf growth 48h	TbPYK inhibitor	Pf growth 96h
1) CCOC(=O)N1CCC(NC(=O)c2ccc3c(c2)sc2nc(-c4ccccc4)cn23)CC1
    20%	39*	1%	69*	1.3µM*	-4%	-20%
2) COC(=O)CN(Cc1ccco1)S(=O)(=O)c1ccccc1
    -9%	1	4%	-1	?	3%	.
3) COC(=O)C1CCN(C(=O)C2CCC(=O)N(CCc3cccc(F)c3)C2)CC1 (stereo not drawn)
    -9%	13	2%	4	1%	0%	?
4) C=CCNC(=O)C1CC(=O)N(c2ccc(OCc3ccccc3Cl)cc2)C1 (stereo not drawn)
    39%	33*	-13%	33*	37%	-1%	?
5) CC(C)(CO)C(O)C(=O)NCCCC(=O)O (stereo not drawn)
    .	.	.	.	-92%	3%	-17%
6) Cc1ccccc1NC(=S)N(CCCN1CCOCC1)Cc1ccccn1
    -30%	-4	2%	-15	7%	-5%	?
7) CCOC(=O)C1(CCOc2ccccc2)CCN(Cc2cccc(OC)c2OC)CC1
    83%[activator]	-2	-2%	-25	?	5%	10µM*
8) O=C(CCC1CCCN(C(=O)c2ccccc2Cl)C1)N1CCN(c2ccccn2)CC1 (stereo not drawn)
    69%[activator]	-1	-1%	-6	?	-2%	-8%
9) Brc1ccc(-c2csc(NNC3=NCCCCC3)n2)cc1
    23%	25*	5%	42	10µM*	-7%	?
10) COc1ccc(CNS(=O)(=O)c2ccccc2Br)cc1
    -22%	20&1	3%	13&-10	0%	.	-8%
11) O=C(CSc1ccc2nnc(CCNC(=O)c3ccccc3)n2n1)NCc1ccccc1
    12%	1	0%	18	-29%	1%	?
12) CC1=C(C(=O)OCc2ccccc2)C(c2ccc3ccccc3c2)NC(=O)N1CCCC(=O)O (stereo not drawn)
    -7%	-1	-2%	-3	2%	1%	68%
13) CC(=O)c1ccc(S(=O)(=O)Nc2ccc(C(=O)N(C)CC(=O)Nc3cccc(C)c3C)cc2)cc1
    -29%	.	.	.	?	3%	?
14) CCCOc1ccc2c(CC)cc(=O)oc2c1C
    -9%	11*	-10%	31	57%[activator]	-15%	10%
15) COc1ccc(-c2ccc(-c3cc(=O)oc4c(C(C)C)ccc(C)c34)cc2)cc1
    -28%	5	.	i	.	0%	.
16) C=CCN1C(=O)c2ccc(C(=O)Nc3ccccn3)cc2C1=O
    -13%	.	.	.	-20%	3%	11%
17) CCOCCCNC(=O)C1CCN(S(=O)(=O)c2cc(Br)cc3c2N(C(=O)CC)CC3)CC1
    135%[activator]	-7	2%	-11	?	1%	?
18) COc1ccc(S(=O)(=O)NC(C)C(=O)O)cc1 (stereo not drawn)
    -17%	-3	1%	-21	.	3%	34%[activator]
19) COc1ccccc1C1CCN(C(=O)c2ccccc2)CC1
    2%	-3	1%	1	.	-11%	7%
20) CC/C(C)=N/NC(=O)c1[nH]c2ccc(C)cc2c1-c1ccccc1
    20%	-3	1%	-15	?	-1%	32%[activator]
21) COc1cc(C(=O)NCc2nnc(SCC(=O)N3CCc4ccccc43)o2)cc(OC)c1OC
    29%	-1	4%	-2	-16%	3%	153%[activator]
22) COC(=O)N/N=C/c1ccc(/C=N/NC(=O)OC)cc1
    -2%	-2	-5%	-10	44%[activator]	-3%	43%[activator]
23) O=C(NCCCN=C1NS(=O)(=O)c2ccccc21)c1ccc(S(=O)(=O)N2CCCCC2)cc1
    -17%	-3	2%	5	?	-8%	-2%[5.75 µM]
24) O=C(Nc1nc2ccccc2s1)C1CC(=O)N(c2ccc(Cl)cc2)C1 (stereo not drawn)
    22%	-2	4%	-10	.	2%	?
25) COc1ccc(-c2nc3oc4cc(OC)ccc4c(=O)c3c(=O)n2Cc2ccco2)cc1
    0%	-2	-2%	-4	?	1%	-3%[5.75 µM]
26) CCCc1nnc(NC(=O)c2cccc(OC)c2)s1
    -5%	62*	-4%	73*	128%[activator]	5%	73%[activator]
27) COc1ccc(CNC(=O)CN(C(=O)c2csnn2)c2cccc3ccccc23)cc1
    -17%	-3	6%	-4	-6%	1%	?
28) Cc1csc(NC(=O)c2sccc2C)n1
    -29%	59*	14µM*	91*	195%[activator]	-28%	424%[activator]
29) c1ccc2c(c1)CCc1c-2nc2ccccc2c1N1CCOCC1
    4%	2	1%	-6	15µM*	-11%	?
30) CCOC(=O)N1CCN(CCC(=O)c2ccc(OC)cc2)CC1
    -9%	6	-1%	-6	42%[activator]	-7%	17%

Reprinted at random: 2 compounds from above.
Every second line gives: AmpC no deterg	CHX counter	LmPK inhibitor	Shiga toxin inh	Pf growth 48h	TbPYK inhibitor	Pf growth 96h
8) O=C(CCC1CCCN(C(=O)c2ccccc2Cl)C1)N1CCN(c2ccccn2)CC1 (stereo not drawn)
    69%[activator]	-1	-1%	-6	?	-2%	-8%
21) COc1cc(C(=O)NCc2nnc(SCC(=O)N3CCc4ccccc43)o2)cc(OC)c1OC
    29%	-1	4%	-2	-16%	3%	153%[activator]

Following part.
Every second line gives: AmpC no deterg	CHX counter	LmPK inhibitor	Shiga toxin inh	Pf growth 48h	TbPYK inhibitor	Pf growth 96h
31) COc1ccc(/C=C/C(=O)C(C(N)=O)=C2SCCS2)cc1
    -16%	31*	-1%	49*	-27%	-3%	-29%
32) CCOC(=O)CSc1nc2ccccc2n1CC(=O)NC(C)(C)C
    1%	-1	-5%	-13	31%[activator]	5%	11%[5.75 µM]
33) Cc1sc2nc(CSc3ccccc3)nc(N3CCN(C)CC3)c2c1C
    121%[activator]	-3	-1%	-8	-17%	-5%	-76%
34) O=C(Nc1c(F)cc(F)cc1F)c1cccn(Cc2ccccc2)c1=O
    -6%	24	2%	33	29%	5%	-15%
35) Cc1cccn2c(=O)nc(SCC(=O)Nc3ccc4c(c3)OCO4)nc12
    4%	.	.	.	?	5%	31%[activator]
36) N#Cc1ccccc1NC(=O)C(=O)NCCCN1CCCC1=O
    -4%	.	.	.	20%	2%	8%
37) CN(C)CCNc1oc(COc2cccc(Cl)c2)nc1C#N
    3%	-2	1%	7	-1%	5%	-8%
38) Cc1cc2nnc(SCC(=O)Nc3ccc(Cl)cc3)n2c(N)n1
    6%	-1	-3%	-12	-7%	-2%	?
39) COc1cc(C2C(C#N)=C(N)Oc3n[nH]c(C)c32)cc2c1OCO2 (stereo not drawn)
    -27%	-5	2%	-10	15%	1%	?
40) C#CCNC(=O)c1cc2sccc2n1C
    -5%	13	2%	-18	0%	-3%	36%[activator]
41) N#Cc1ccc(COC(=O)CSc2nnc(C3CCCCC3)n2N)cc1
    -7%	1	7%	-4	0%	1%	5%
42) Cc1ccc(N2CC(C(=O)Nc3nnc(SCCN4CCOCC4)s3)CC2=O)cc1 (stereo not drawn)
    105%[activator]	-3	2%	18	-27%	-7%	?
43) Cc1c(-c2ccccc2)nnn1-c1ccc(F)cc1F
    -19%	45*	-1%	73*	.	9%	63%[activator]
44) C/C(=C\c1ccco1)CN1CCC(N2CCC(C(=O)N3CCOCC3)CC2)CC1
    -1%	-2	3%	-18	-4%	1%	5.9µM*
45) O=C(Cc1ccccc1)Nc1ccccc1N1CCN(c2ccccc2)CC1
    -35%	1	-7%	-7	9.3µM*	-9%	.
46) Cn1cc(Br)c(C(=O)NC2C3CC4CC(C3)CC2C4)n1 (stereo not drawn)
    16%	16	4%	22	-18%	.	-29%
47) O=C(O)c1cc2c(s1)CCCC2
    -19%	-3	-9%	-2	34%[activator]	-1%	70%[activator]
48) Cc1cc(=O)n2[nH]c(SCc3ccccc3)nc2n1
    -16%	-4	3%	-11	.	0%	2%
49) COc1cnc(-c2ccccn2)nc1Oc1cccc(Cl)c1
    39%	-1	1%	-8	?	1%	2.6µM*
50) C=CCN(Cc1cccs1)C(=O)CN1CCN(S(=O)(=O)c2ccc3c(c2)OCCCO3)CC1
    95%[activator]	.	.	.	?	-4%	?
51) O=C(CSc1ccsc1[N+](=O)[O-])NC1CCCC1
    -33%	7	-4%	13	-12%	0%	?
52) Cc1ccc(NC(=O)C(C)c2ccc([N+](=O)[O-])cc2)cc1Cl (stereo not drawn)
    -30%	1	7%	-4	?	0%	?
53) COc1cc(/C=C(\C#N)C(=O)Nc2ccc(C(=O)O)cc2)ccc1OC(=O)c1cccc(F)c1
    -21%	-6	-7%	-18	15%	0%	?
54) CCC(=O)Nc1nnc(S(=O)(=O)N(C)Cc2ccco2)s1
    -24%	-2	2%	-6	11%	-15%	?
55) O=c1/c(=C\c2cccc(O)c2)sc2nc(-c3ccccc3)c(-c3ccccc3)n12
    -51%	-6	1%	-3	-4%	5%	47%[activator]
56) COc1ccccc1/C=C/C(=O)OC(C)CN1CCOCC1 (stereo not drawn)
    3%	2	0%	-22	42%[activator]	-7%	54%[activator]
57) COCc1cc(=O)oc2cc(NC(=O)c3ccc(C(C)(C)C)cc3)ccc12
    -28%	1	1%	-4	?	0%	-1%
58) CNCCCOc1ccc(C)cc1OC
    15%	-1	1%	-16	61%[activator]	2%	19%
59) COCCOc1cnn(-c2cc(Oc3ccc(C)cc3)ncn2)c(=O)c1Cl
    25%	-4	4%	-15	12%	-3%	.
60) Cc1ccc(Cl)cc1NC(=S)NCc1cccn1C
    -31%	-4	0%	-6	-21%	0%	0%

Some of the entries above, set out differently:
entry	mol	AmpC no deterg	CHX counter	LmPK inhibitor	Shiga toxin inh	Pf growth 48h	TbPYK inhibitor	Pf growth 96h
34	O=C(Nc1c(F)cc(F)cc1F)c1cccn(Cc2ccccc2)c1=O	-6%	24	2%	33	29%	5%	-15%
38	Cc1cc2nnc(SCC(=O)Nc3ccc(Cl)cc3)n2c(N)n1	6%	-1	-3%	-12	-7%	-2%	?
37	CN(C)CCNc1oc(COc2cccc(Cl)c2)nc1C#N	3%	-2	1%	7	-1%	5%	-8%
36	N#Cc1ccccc1NC(=O)C(=O)NCCCN1CCCC1=O	-4%	.	.	.	20%	2%	8%
41	N#Cc1ccc(COC(=O)CSc2nnc(C3CCCCC3)n2N)cc1	-7%	1	7%	-4	0%	1%	5%

Later entries.
61) Cc1cccc(COc2ccc(/C=N/NC(=O)c3nnn(-c4nonc4N)c3COc3ccc(F)cc3)cc2)c1
62) NNC(=O)c1ccc(O)cc1O
63) CC(C)CCNC(=O)Cn1cc2c(n1)CCCCC2
64) Cc1nc2ccc([N+](=O)[O-])cc2c(=O)n1Cc1cccc(F)c1
screen / no. | 61 | 62 | 63 | 64
AmpC no deterg | -22% | -50% | 45µM* | -9%
CHX counter | 16* | 30* | -2 | -5
LmPK inhibitor | -1% | -5% | -4% | 4%
Shiga toxin inh | 31 | 76* | 14 | -3
Pf growth 48h | 7% | 8% | 18% | ?
TbPYK inhibitor | 0% | 4% | 2% | -8%
Pf growth 96h | -1% | -21% | -2% | 34%[activator]
